Compound activity as filed in PubChem.
DRD3 agonist: qHTS of D3 Dopamine Receptor Agonist: qHTS. actives 0.58% (n = 410,000). D3R DiscoveRx beta-arrestin cells, luminescence, 90 min. max activation, %. AID 652048, 2013. D(3) dopamine receptor (Homo sapiens), P35462; in the data active = max activation above about 30%; note: 0% is about no effect; mostly tested at two doses, the higher about 12 µM
Target sequence (P35462 whole entry, looked up): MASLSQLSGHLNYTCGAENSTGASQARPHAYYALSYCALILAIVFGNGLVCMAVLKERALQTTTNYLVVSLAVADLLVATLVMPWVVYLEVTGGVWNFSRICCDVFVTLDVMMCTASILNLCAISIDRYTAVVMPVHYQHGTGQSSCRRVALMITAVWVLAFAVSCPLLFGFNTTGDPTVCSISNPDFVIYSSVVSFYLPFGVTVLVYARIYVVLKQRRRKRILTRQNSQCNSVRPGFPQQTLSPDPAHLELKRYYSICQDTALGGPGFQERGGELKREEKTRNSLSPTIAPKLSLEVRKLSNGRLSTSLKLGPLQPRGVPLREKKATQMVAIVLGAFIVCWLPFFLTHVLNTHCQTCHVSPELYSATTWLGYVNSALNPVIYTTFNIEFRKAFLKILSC
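Cells at 1500/well, incubated overnight, then treated with pinned compounds (dopamine as control) for 90 min at 37 degrees C. DiscoveRx reagent added for 30 - 60 minutes at room temperature; luminescence read.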
KB-V1 MDR tox: qHTS assay for MDR1-selective chemotherapeutics: Primary screen using the drug-selected MDR subline cells KB-V1 | KB-V1 MDR cells viability, CellTiter-Glo, 72 h | Potency, µM (series often up to 46.1 µM), inactives show at the highest dose activity change, negative = cytotoxicity, usual class: cytotoxic | actives 3.4% (n = 400,000); note: potency is the fitted concentration of half-maximal effect; % is set by controls: 0 for no effect and ±100 for the full control effect; nearly all actives have a fitted effect of over 60% in size
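KB-V1 cells (P-gp-expressing MDR subline of KB-3-1) in phenol-red-free DMEM with 10% FBS were exposed to library compounds over a concentration series for 72 h at 37 degrees C. Viability read by CellTiter-Glo luminescence; concentration-effect curves fitted after normalization.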
D3 antag: qHTS of D3 Dopamine Receptor Antagonist: qHTS. D(3) dopamine receptor (Homo sapiens), P35462. D3R cells, DiscoveRx beta-arrestin luminescence, antagonist mode; active compounds read low. max response, negative = inhibition, %. actives 2.5% (n = 360,000); in the data active = max response below about -50%; inconclusive = no clear call, values can overlap the other calls; note: % is set by controls: 0 for no effect and ±100 for the full control effect; mostly tested at two doses, the higher about 12 µM
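Cells expressing the human receptor were seeded at 1500 cells/well, incubated overnight at 37 degrees C in 5% CO2, then exposed to library compounds with dopamine controls for 90 minutes at 37 degrees C before luminescent detection.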
HT1080NT lethal: qHTS for induction of synthetic lethality in tumor cells producing 2HG: qHTS for the HT-1080-NT fibrosarcoma cell line. HT-1080-NT fibrosarcoma viability, CellTiter-Glo ATP luminescence, 48 h. Potency, µM (series often up to 46.1 µM), for the others: at the highest dose activity, negative = less viability, actives largely listed as cytotoxic. actives 1.6% (n = 360,000). AID 686970, 2013;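 note: NT is the 2HG producing partner of a matched IDH1 knockdown line; potency is the fitted concentration of half-maximal effect; 0% = DMSO-treated cells and -100% = media-only wells without cells; nearly all actives have a fitted effect of over 55% in size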
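HT-1080-NT; 750 cells/well; 5% FBS RPMI; 48 h compound, 37 degrees C; CellTiter-Glo luminescence; curve fitting and curve-class assignment.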
GLP-1R agonist: qHTS of GLP-1 Receptor Agonists; HEK293 GLP-1R CRE-luciferase, luminescence, 4-6 h; cells express a hypersensitive GLP-1R form; Potency, µM (series often up to 45.6 µM), for inactives: top-dose activation, usual class: activators; actives 0.007% (n = 380,000); note: potency is the fitted concentration of half-maximal effect; % of control where 0% means no effect
Target sequence (P43220 whole entry, looked up): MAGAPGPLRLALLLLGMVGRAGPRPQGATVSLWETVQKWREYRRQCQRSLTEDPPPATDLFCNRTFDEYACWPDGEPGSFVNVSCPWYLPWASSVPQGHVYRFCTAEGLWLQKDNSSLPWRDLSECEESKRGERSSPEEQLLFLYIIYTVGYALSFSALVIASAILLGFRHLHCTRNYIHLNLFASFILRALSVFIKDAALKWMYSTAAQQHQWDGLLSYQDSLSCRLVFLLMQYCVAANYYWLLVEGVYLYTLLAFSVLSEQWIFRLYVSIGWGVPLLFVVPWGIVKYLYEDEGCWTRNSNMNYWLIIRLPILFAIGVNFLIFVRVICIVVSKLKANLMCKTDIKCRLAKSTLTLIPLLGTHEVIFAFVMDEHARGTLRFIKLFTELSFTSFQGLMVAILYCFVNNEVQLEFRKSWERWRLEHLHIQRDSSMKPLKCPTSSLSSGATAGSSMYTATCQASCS
KB-3-1 tox: qHTS assay for MDR1-selective chemotherapeutics: Primary screen using the parental adenocarcinoma cell KB-3-1; Potency, µM (highest dose often 46.1 µM), without a hit: top-dose activity change, negative = cytotoxic, actives largely listed as cytotoxic; KB-3-1 viability, CellTiter-Glo ATP luminescence, 72 h; AID 1347075, 2019; actives 1.4% (n = 400,000); note: potency is the fitted concentration of half-maximal effect; % is set by controls: 0 for no effect and ±100 for the full control effect; nearly all actives have a fitted effect of over 60% in size
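Parental KB-3-1 adenocarcinoma cells in phenol-red-free DMEM with 10% FBS were pin-treated with compounds at several concentrations, incubated 72 h at 37 °C, and viability read by CellTiter-Glo luminescence; concentration-effect curves were fitted after normalization.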
HT1080 IDH1KD tx: qHTS for induction of synthetic lethality in tumor cells producing 2HG: qHTS for the HT-1080-IDH1KD cell line | actives 2% (n = 360,000) | HT-1080 IDH1 knockdown viability, ATP luminescence, 48 h | Potency, µM (highest dose often 46.1 µM), for inactives: top-dose activity, negative = toxicity, most hits filed as cytotoxic;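 note: potency is the fitted concentration of half-maximal effect; 0% = DMSO wells and -100% = cell-free medium wells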
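HT-1080-IDH1KD cells (IDH1 knocked down), 750/well in RPMI with 5% FBS, treated with compound 48 h at 37 degrees C. Viability by CellTiter-Glo luminescence, normalised to DMSO and no-cell wells; concentration-response curves classed.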
SW480 rereplic: A quantitative high throughput screen for small molecules that induce DNA re-replication in SW480 colon adenocarcinoma cells; SW480 DNA re-replication, Hoechst DNA content imaging, 48 h; AID 624297, 2012; Potency, µM (doses to about 46.1 µM), for the others: at the highest dose re-replication activation, actives largely listed as activators; actives 1.8% (n = 340,000); note: potency is the fitted concentration of half-maximal effect; % of control where 0% means no effect; nearly all actives have a fitted effect of over 55% in size
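Compounds, transferred as 23 nL by pin tool, were incubated with cells for 48 hr; DNA content per nucleus was then quantified by Hoechst staining and fluorescence plate imaging.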
IL-1B inflam inh: qHTS for Inhibitors of Inflammasome Signaling: IL-1-beta AlphaLISA Primary Screen | THP-1 LPS/ATP IL-1B secretion, AlphaLISA, 16 h; active compounds read low | actives 4.7% (n = 360,000) | AID 743279, 2014 | activity change, % at 57.5 µM; in the data active = activity change below about -50%; inconclusive = mostly about -30% to -49%; note: % is set by controls: 0 for no effect and ±100 for the full control effect
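Secreted IL-1B measured by AlphaLISA bead assay after 16 h compound exposure of THP-1 cells; compounds (final up to 57.5 uM) added 1 h before LPS (250 ng/mL) and ATP (1.25 mM) stimulation; lower signal means less secretion.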
An asterisk follows results filed as active; ? = inconclusive; . = no result given; [ ] = remark or other dose. Unless noted, calls come from the whole dose curve; as a rule, active = well fitted curve in the direction sought with a large enough effect; inconclusive = small, poorly fitted or top-dose-only effect, or another doubt; inactive = no such curve, though single readings can be large; an effect the other way counts as inactive or inconclusive.

SMILES | DRD3 agonist | KB-V1 MDR tox | D3 antag | HT1080NT lethal | GLP-1R agonist | KB-3-1 tox | HT1080 IDH1KD tx | SW480 rereplic | IL-1B inflam inh
COc1ccc(C(C(=O)NCC2CCCO2)N(C(=O)CNC(=O)c2cccs2)c2ccc(C)cc2)cc1OC (configuration not stated) | 5 | ? | -6 | 24% | 21% | -2% | -1% | -13% | 6
Cc1cc(SCc2cccc([N+](=O)[O-])c2)nc(=O)[nH]1 | -2 | 28% | -10 | -2% | 9% | 0% | 7% | -4% | -6
OC(COc1ccc2cc(Br)ccc2c1)CN1CCN(c2ccccn2)CC1 (configuration not stated) | 227* | ? | 8 | -16% | 1% | -4% | -13% | -2% | -12
Cc1ccc(-n2ncc3c(=O)[nH]c(SCC(=O)N4CCCC4)nc32)cc1C | 0 | 0% | 0 | -3% | -5% | ? | 0% | -3% | 25
COc1cccc(-c2nc(CS(=O)(=O)CC(=O)Nc3cc(C)ccc3C)c(C)o2)c1 | -10 | -21% | -29 | -7% | 7% | -37% | -7% | 1% | -3
COc1ccc(-c2nc3ccccc3c(=O)n2CCCN2CCOCC2)cc1 | 4 | -8% | -23 | -4% | 2% | 13% | 5%[9.24 µM] | 1% | -13
C=CCC1(C(=O)NCCO)CCN(C(=O)OC(C)(C)C)CC1 | -5 | 8% | -18 | 1% | 8% | 9% | -1% | ? | 34
CNC(=O)NC(=S)NC(=O)c1ccccc1Cl | 2 | 5% | 8 | 9% | 7% | 9% | 7% | -30%[inhibitor] | 19
Cc1n[nH]c(C)c1CCC(=O)N/N=C/C=C/c1ccccc1 | 0 | 17% | -10 | -1% | -5% | 2% | -4% | -3% | -7
CC(C)[C@H](NS(=O)(=O)c1ccccc1)C(=O)OCC(=O)NC1CCCCC1 | -1 | 0% | 0 | 0% | -2% | -10% | 0% | 4% | -7
COc1ccc(NC(=O)COC(=O)c2ccc3c(c2)OCCO3)cc1OC | 1 | 7% | 6 | ? | 6% | 4% | -15% | 1% | 9
O=C(NCCc1ccccn1)C(F)(F)C(F)(F)C(F)(F)C(F)(F)C(F)(F)C(F)F | -22 | 12% | -8 | 15% | 1% | 2% | 2% | -3% | 15
O=C(Nc1ccc(OCc2ccccc2)cc1)c1ccccc1 | 3 | 1% | 12 | 11% | 1% | 9% | 11% | -4% | -16
Cc1ccc(CNC(=O)CCC2CCCN(Cc3cccc4cccnc34)C2)o1 (configuration not stated) | -1 | -22% | -24 | 0% | 0% | -4% | 13% | 27% | -1
Nc1nc(Nc2ccccc2)nc(N2CCOCC2)c1[N+](=O)[O-] | 4 | -26% | -6 | -1% | 26% | ? | 3% | ? | -6
Cc1ccc(N2CCN(c3ccc([N+](=O)[O-])cn3)CC2)c(C)c1 | -1 | -4% | 5 | -3% | -1% | -9% | -3% | -11% | -8
CC1CCN(Cc2c(C(=O)N3CCc4ccccc4C3)nc3ccc(Cl)cn23)CC1 | -19 | 8% | -89* | -8% | 11% | -29% | -7% | -4% | 26
Fc1ccc(CNC(=S)NCc2cccc(Cl)c2)cc1 | -14 | -6% | -23 | ? | -4% | 0% | ? | 30% | -17
CN(C)S(=O)(=O)NCC1CCCN(Cc2cc3ccccc3s2)C1 (configuration not stated) | -15 | 1% | -25 | -4% | 4% | -3% | -7% | 0% | 11
CCOC(=O)c1nc2sc3c(c2c(=O)[nH]1)CCCC3 | -6 | 1% | -7 | 2% | -9% | 1% | 1% | -127%[inhibitor] | -7
CCN1C(=O)CSc2ccc(C(=O)NCc3ccccc3OC)cc21 | 14 | -19% | 16 | 3% | ? | -1% | 13% | -5% | 33
CCc1nc2c(OCc3cc(Cl)cc(Cl)c3)cccn2c1N(C)C(=O)c1ccccc1F | -8 | ? | -29 | 18µM* | 0% | -14% | ? | . | -58*
Cc1cc(NC(=O)CN(C)S(=O)(=O)c2ccc(-c3ccc(=O)[nH]n3)s2)ccc1Br | 7 | -6% | -28 | -11% | 5% | 0% | -8% | 1% | 0
CC(C)(C)NC(=O)CC1C[C@H](C(=O)N2CCOCC2)[C@@]2(C)c3[nH]c4ccccc4c3CCN2C1=O (some centres not stated) | 17 | 0% | 11 | 2% | -5% | 0% | 5% | -3% | 2
O=C(CN1CCN(Cc2ccccc2Cl)CC1)N=Nc1c(O)[nH]c2ccccc12 | -5 | 15µM* | 7 | 0% | 17% | 4% | -11% | 60% | 21

Full records, looked up by structure. Values in the order: DRD3 agonist, KB-V1 MDR tox, D3 antag, HT1080NT lethal, GLP-1R agonist, KB-3-1 tox, HT1080 IDH1KD tx, SW480 rereplic, IL-1B inflam inh
CCN1C(=O)CSc2ccc(C(=O)NCc3ccccc3OC)cc21 is entered as 14, -19%, 16, 3%, ?, -1%, 13%, -5%, 33
O=C(NCCc1ccccn1)C(F)(F)C(F)(F)C(F)(F)C(F)(F)C(F)(F)C(F)F is entered as -22, 12%, -8, 15%, 1%, 2%, 2%, -3%, 15
Fc1ccc(CNC(=S)NCc2cccc(Cl)c2)cc1 is entered as -14, -6%, -23, ?, -4%, 0%, ?, 30%, -17
CC(C)[C@H](NS(=O)(=O)c1ccccc1)C(=O)OCC(=O)NC1CCCCC1 is entered as -1, 0%, 0, 0%, -2%, -10%, 0%, 4%, -7

Additional compounds:
SMILES | DRD3 agonist | KB-V1 MDR tox | D3 antag | HT1080NT lethal | GLP-1R agonist | KB-3-1 tox | HT1080 IDH1KD tx | SW480 rereplic | IL-1B inflam inh
O=C(N/N=C\c1cccc(F)c1)c1ccc(Cn2cc(Br)c([N+](=O)[O-])n2)o1 | -14 | -20% | -87* | -9% | 14% | 11% | -16% | -4% | ?
Cc1cccc(C(=O)N/N=C/c2ccncc2)c1 | -1 | 18% | -27 | 0% | -3% | -1% | 1% | -33% | 30
Cc1ccc2c(c1)C=CC(C#N)N2C(=O)c1ccccc1 (configuration not stated) | -2 | 9.2µM* | 4 | 1.6µM* | 13% | 4.6µM* | 1.5µM* | 2.1µM* | 53
CCOc1ccc(N2C(=O)Nc3ccccc3C2(O)C(=O)NCc2ccc3c(c2)OCO3)cc1 (configuration not stated) | -4 | 18% | 10 | -16% | 2% | 16% | ? | 0% | -22
CCO[C@@H]1OC(C(=O)N2CCN(C)CC2)=C[C@H](C2CCCCC2)[C@H]1CCCO | -40 | -5% | -11 | 1% | 1% | -1% | -6% | -15% | 0
CC(C)C(C)NC(=O)COc1ccc(S(=O)(=O)N2CCOCC2)cc1Cl (configuration not stated) | 4 | ? | 0 | 1% | -7% | -1% | 3% | ? | 47
O=C(OCC(=O)c1ccc[nH]1)c1ccc(Cl)nc1 | -10 | 27% | 2 | 1% | -1% | 0% | 6% | -182%[inhibitor] | -12
COc1ccccc1Cn1c(=S)[nH]c2ccc(Br)cc2c1=O | 2 | 8% | 63 | 4% | 14% | -2% | 5% | 4% | 40
O=C(CN1C(=O)C2CC=CCC2C1=O)NCC(=O)Nc1ccc(F)c(F)c1F (configuration not stated) | 5 | ? | 8 | 1% | -4% | 1% | 2% | ? | 26
CCOc1ccccc1N(C)C(=O)Cn1cnc2onc(-c3ccc(F)cc3)c2c1=O | -4 | ? | . | . | -4% | 0% | . | . | .
COc1ccccc1NS(=O)(=O)c1cc(NC(=O)c2sccc2C)ccc1N1CCCC1 | -7 | ? | -16 | 0% | 6% | -11% | 2% | 2% | -14
CCOc1ccccc1N(CC(=O)N1CCOCC1)S(=O)(=O)c1ccccc1 | -2 | -9% | -1 | 6% | -6% | 1% | 4% | -6% | 14
CCOc1ccccc1NC(=O)Cn1c(=O)n(-c2ccccc2)c(=O)c2c1c1cc(C)ccc1n2C | -1 | -7% | . | . | 0% | 5% | . | . | .
COCCNC(=O)c1onc(CSc2nc3ccccc3[nH]2)c1C(=O)NCCOC | 13 | 5% | 0 | 12% | -2% | 15% | 11% | -7% | 15
CC(C)P(=O)(Cc1cccc(C#N)c1)C(C)C | 1 | -11% | 13 | 21% | 2% | 3% | -3% | -4% | 11
O=C(CSc1nnc(-c2cccnc2)n1-c1ccc(SC(F)F)cc1)N1CCCc2ccccc21 | 0 | -17% | -1 | -6% | -1% | -3% | -3% | ? | -20
CC(Sc1nnnn1-c1ccc(O)cc1)C(=O)NNC(=O)c1ccc(F)cc1 (configuration not stated) | -12 | -18% | -7 | 9% | -7% | -17% | 5% | -2% | -3
COc1ccccc1CNC(=O)Cn1c(=O)ccc2cc(S(=O)(=O)N3CCC(C)CC3)ccc21 | -4 | 15% | . | . | -3% | 11% | . | . | .
COc1ccccc1NS(=O)(=O)c1ccc(O)cc1 | 0 | 10% | 15 | 14% | 3% | 0% | 16% | -12% | 28
NNC(=O)Cn1c(-c2nonc2N)nc2ccccc21 | 1 | 16% | 38 | 1% | 2% | 4% | 3% | -1% | -5
O=C(OCc1nnc(-c2ccccc2)o1)C1=COCCO1 | -2 | 0% | 3 | -3% | 6% | -5% | -6% | 3% | -2
C=CCOc1ccccc1CN1CCC(n2nccc2NC(=O)C2CCOC2)CC1 (configuration not stated) | -7 | -1% | -9 | -1% | -6% | 2% | 9% | -7% | 3
Cc1ccc(NC(=O)C2CC(O)CN2C(=O)OCc2ccccc2)c(C)c1 (configuration not stated) | -4 | 25% | -3 | 10% | 5% | 28% | 8% | -18% | 1
Cc1cc2ncn(CC(C)C)c2cc1C | 14 | -1% | 19 | 3% | 4% | -3% | 3% | -36%[inhibitor] | 11
Cc1ccc2c(c1)N(CC(=O)Nc1ncccc1C)C(=O)C(C(C)C)O2 (configuration not stated) | 0 | 16% | 3 | 10% | 1% | -1% | 11% | -3% | -6
